# High-throughput results: PubChem BioAssay, several laboratories
# PKA-R2B activ: PKA-R2B complex activation; PKA-R2B holoenzyme dissociation, Cy5-IP20 fluorescence polarization; R2B truncated from residue 108, S112A mutant; 0% DMSO only, 100% 113 µM cGMP; hit rate 0.079% among 340,000; P22694+P31323; activation, % at 11.4 µM;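 active means activation above a cutoff set at the mean over all compounds plus 3 SD, cut at about 18% in these data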;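 further: higher means more holoenzyme dissociation and a rise in polarization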
# Target sequence (P31323 whole entry, looked up, other chains not shown, the tested form may be a part): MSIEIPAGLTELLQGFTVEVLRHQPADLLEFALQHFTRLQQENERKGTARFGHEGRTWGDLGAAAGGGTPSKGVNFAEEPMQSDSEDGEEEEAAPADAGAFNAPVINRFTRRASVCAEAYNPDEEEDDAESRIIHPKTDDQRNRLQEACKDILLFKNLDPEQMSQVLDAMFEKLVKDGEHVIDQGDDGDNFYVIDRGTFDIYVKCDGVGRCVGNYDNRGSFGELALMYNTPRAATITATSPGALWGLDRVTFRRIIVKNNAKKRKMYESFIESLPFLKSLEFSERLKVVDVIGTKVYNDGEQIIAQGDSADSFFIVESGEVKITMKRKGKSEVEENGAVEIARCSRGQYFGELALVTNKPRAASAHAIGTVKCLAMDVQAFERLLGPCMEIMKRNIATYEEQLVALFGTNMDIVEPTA
# Keap1-Nrf2 PPI: disrupts human Keap1 binding to Nrf2 peptide; Q14145; Keap1 Kelch-Nrf2 peptide fluorescence polarization, 1536-well; inhibition, % at 9.4 µM; hit rate 0.15% among 340,000; in the data active means inhibition above about 12%;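 further: human Keap1 Kelch domain with fluorescein labeled Nrf2 9mer peptide probe; 0% = neutral control wells and 100% = peptide positive control; higher means more block of Keap1 binding to Nrf2 peptide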
# SR-BI DiI-HDL act: enhances SR-BI lipid uptake from DiI-HDL | CHO ldlA[mSR-BI] cells, DiI-HDL uptake fluorescence, 3 h; 100 = double the neutral-control signal | activation, % at 12.5 µM | hit rate 0.096% among 320,000 | AID 504775;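 active means mean replicate activation of at least 60% and every replicate at or above 60%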;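 further: 0% = median plate neutral-control signal and 100% = twice that signal; values of inactives mirror those of a sister screen read the other way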
#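 System: CHO ldlA[mSR-BI] cells / Medium: HEPES-buffered (25 mM, pH 7.4) F12 plus 0.5% BSA / Probe or stimulus: labelled HDL, 10 µg/mL / Doses: single compound concentration, delivered by pin transfer / Schedule: 3 h, 37 °C / Measured by: DiI fluorescence, bottom read / Measure: cell-associated DiI fluorescence as measure of HDL uptake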
# DAGLB inh: blocks human DAGLB lipase activity. HEK293T DAGLB membrane lysate, EnzChek fluorogenic substrate. inhibition, % at 5.17 µM. hit rate 0.059% among 340,000. AID 504411; in the data active means inhibition above about 34%;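 further: 0% = enzyme with vehicle and 100% = wells lacking enzyme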
# C-LANA FP: inhibitors of KSHV LANA C-terminal domain DNA binding; MBP-C-LANA/FAM-LBS DNA binding, fluorescence polarization; inhibition, % at 9 µM; hit rate 0.078% among 340,000;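 active means highest replicate inhibition at or above 60% at 9 µM, even if other replicates fall short; inactive means all replicates below 60% inhibition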;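 further: 0% = neutral control wells and 100% = 4 µM acridine orange control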
# RTF Ca sens inh: cardiac RTF calcium desensitization; P19429+P45379; IANBD-labeled cardiac RTF, Ca2+ fluorescence; inhibition, % at 7.15 µM; hit rate 0.12% among 340,000; AID 493244;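 active means inhibition above the mean inhibition of all tested compounds plus 3 SD, cut at about 17% in these data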;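 further: assay run at fixed EC70 calcium of 1.6 mM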
# PvdQ acylase: blocks Pseudomonas aeruginosa PvdQ acylase activity; hit rate 0.063% among 340,000; inhibition, % at 10 µM; purified PvdQ acylase, fluorescence plate reader; in the data active means inhibition above about 30%, passing the limit was not always enough;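 further: 0% = vehicle neutral wells and 100% = reference inhibitor wells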
# Arrestin-AP2 inh: blocks beta-arrestin peptide binding to AP2 adaptin; FITC-arrestin peptide / GST-AP2 beads, flow cytometry; AP2 beta2 appendage carries R879A mutation; inhibition, % at 10 µM; hit rate 0.31% among 340,000; AID 504490;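 active means inhibition above a set limit, near 3 SD of compounds lacking own fluorescence, cut at about 54% in these data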;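 further: plate controls were DMSO wells for no effect and 5 µM unlabelled arrestin peptide for full effect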
#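 System: GST-AP2 R879A glutathione beads; medium: PBS, Tween 20 0.05%, BSA 0.1%; reagent: fluorescein-tagged arrestin peptide at 50 nM final; schedule: pre-incubation 12 min, peptide binding 1 h, room temperature; detection: flow cytometry, FL1 (488/535 nm); read-out: inhibition as reduced fluorescein signal on beads, percent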
# NSD2 HMT inh: inhibitors of human histone methyltransferase NSD2 | hit rate 0.54% among 310,000 | inhibition, % at 12.5 µM | NSD2 peptide methylation, AlphaScreen, 120 min | AID 743445; in the data active means inhibition above about 50%
# SR-BI DiI inh: blocks mouse SR-BI lipid uptake from DiI-HDL; inhibition, % at 12.5 µM; ldlA[mSR-BI] CHO cells, DiI-HDL uptake fluorescence, 3 h; hit rate 0.96% among 320,000; Q61009;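 active means mean replicate inhibition of at least 70% and a set share of replicates each scoring 70 or more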;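 further: 0% = median of neutral control wells and 100% = median of positive control wells; values of inactives mirror those of a sister screen read the other way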
# Target sequence (Q61009 whole entry, looked up): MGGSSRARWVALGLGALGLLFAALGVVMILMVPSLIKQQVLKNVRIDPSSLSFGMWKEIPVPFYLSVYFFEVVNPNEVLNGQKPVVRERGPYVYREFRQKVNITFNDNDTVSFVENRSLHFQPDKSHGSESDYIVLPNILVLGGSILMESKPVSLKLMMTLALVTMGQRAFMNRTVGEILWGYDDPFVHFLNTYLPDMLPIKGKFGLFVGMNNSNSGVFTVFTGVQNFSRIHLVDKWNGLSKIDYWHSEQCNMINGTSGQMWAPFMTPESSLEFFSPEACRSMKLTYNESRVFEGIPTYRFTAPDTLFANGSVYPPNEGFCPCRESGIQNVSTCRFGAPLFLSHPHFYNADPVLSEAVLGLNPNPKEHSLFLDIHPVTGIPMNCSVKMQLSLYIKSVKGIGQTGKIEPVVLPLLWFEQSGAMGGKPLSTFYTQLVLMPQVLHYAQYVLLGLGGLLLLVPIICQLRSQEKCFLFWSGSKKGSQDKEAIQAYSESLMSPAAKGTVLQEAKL
# * = called active by the depositor; x = not tested or not shown; & = joins results of further samples. Rows are unselected. About 2.1% of those tested had a hit in this group.
SMILES,PKA-R2B activ,Keap1-Nrf2 PPI,SR-BI DiI-HDL act,DAGLB inh,C-LANA FP,RTF Ca sens inh,PvdQ acylase,Arrestin-AP2 inh,NSD2 HMT inh,SR-BI DiI inh
CCOC(=O)COc1ccc(C(=O)Nc2cccc(Cl)c2C)cc1,0,1,-3,-1,-0.8,-9,-7,41,0,3
O=C(Nc1cccc(F)c1)c1ccc(Br)o1,-3,1,9,0,0.4,3,1,2,x,-9
COc1ccccc1N1CCN(C(=O)c2ccc(NC3=NC4CS(=O)(=O)CC4S3)cc2)CC1 (centres undefined),-9,-5,14,0,0.5,-1,19,9,x,-14
Cc1ccccc1NC(=S)NNC(=O)c1csc2c1CCC(C)C2 (centres undefined),-4,0,-20,0,-0.3,0,3,10,5,20
CCOc1ccc(CNCCCSc2ncccn2)cc1OC,5,-2,7,0,-1.0,3,-14,2,x,-7
CC(=O)c1ccc(OC(=O)c2ccc(Br)o2)cc1,-6,-7,19,3,-3.4,-6,4,4,x,-19
S=C(Nc1ccccc1Cl)N(CCCN1CCOCC1)Cc1ccccn1,-3,3,37,-2,0.4,7,-4,-24,19,-37
Cc1ccc(OCCNC(=O)c2ccc(C)cc2)cc1,1,-4,19,-17,-2.0,-14,-5,7,-4,-19
COc1ccc2c(CC(=O)Nc3ccccc3OC)coc2c1,-10,-6,-6,-2,1.1,0,-9,6,1,6
COc1ccc(CNC(=O)C2CCCN2S(=O)(=O)c2ccc(S(=O)(=O)N(C)C)cc2)cc1 (centres undefined),-8,-6,17,1,2.6,-4,-1,-1,x,-17
CCOc1ccc(-c2ccc(NS(=O)(=O)c3ccc([N+](=O)[O-])cc3)cc2)nn1,0,0,7,4,-1.4,-4,-1,36,5,-7
Nc1[nH]c(N=NC(=O)c2ccccc2)c2ccccc12,9,-2,-2,0,0.1,8,-2,19,1,2
CC(=O)Nc1ccc(S(=O)(=O)NCCC(=O)OCc2ccc([N+](=O)[O-])cc2)cc1,8,-1,4,2,-1.5,2,-15,12,1,-4
O=C(Nc1cccc(C(F)(F)F)c1)n1cc(-c2ccccn2)c(N2CCOCC2)n1,-11,4,10,-2,-0.7,-5,-1,7,-1,-10
O=C(NNC(=O)c1ccccc1OCc1ccccc1Cl)c1csc(N2CCOCC2)n1,-17,0,-28,1,-0.7,-2,-3,4,0,28
c1ccc(OCCOCCSc2ncccn2)cc1,2,4,x,-10,0.3,5,-6,-3,-4,x
CC(C)Cc1csc(NC(=O)c2ccc(Cl)cc2)c1C(=O)O,-11,-1,x,15,-1.3,-1,2,37,0,x
COc1ccc(CN(C)C(=O)c2ccccc2OCc2c(C)noc2C)c(OC)c1,0,-3,13,-2,4.8,-15,-8,15,0,-13
COc1ccccc1N1CC(C(=O)Nc2ccccc2N2CCCC2)CC1=O (centres undefined),5,0,-4,6,-0.2,-25,-3,40,1,4
COc1cc(C(=O)NC(C)c2ccc3ccccc3c2)cc(Cl)c1O (centres undefined),-5,-3,8,1,-0.3,2,-1,10,74*,-8
C=CCN1C(=O)c2ccc(C(=O)NCCOc3ccccc3F)cc2C1=O,-7,-1,-2,0,-0.1,-8,-16,-1,-1,2
O=C(CCc1ccccc1)NNC(=S)NCCc1ccccc1,-6,-4,2,-2,-0.2,5,9,3,-1,-2
CC(C)(C)CC(=O)Nc1cc(S(=O)(=O)N2CCOCC2)ccc1N1CCCC1,-1,-3,16,2,0.4,-3,-7,6,1,-16
COCC(C)N=C1SCCN1Cc1ccccc1 (centres undefined),-10,-7,x,-1,-1.3,-2,-15,-11,-1,x
CCCS(=O)(=O)c1nc(S(=O)(=O)c2ccc(C)cc2)c(NCc2ccccn2)s1,5,-5,3,0,-0.7,-8,-2,9,1,-3
COC(=O)c1cccnc1NC(=S)NC(C)C,8,-6,23,1,-1.1,-3,-11,-3,-7,-23
Cc1ccc(Cl)cc1NC(=O)COC(=O)C1CC1,4,-2,-9,-1,1.8,-3,-7,-2,0,9
CCOC(=O)c1cc2sc(C)cc2n1CC(=O)N1CCOCC1,0,-3,25,0,0.5,-15,-9,-1,1,-25
COc1ccc(N2CC(C(=O)N/N=C/c3c[nH]c4ccccc34)CC2=O)cc1 (centres undefined),-6,1,-38,1,0.3,7,-2,5,1,38
Cc1cc(C(=O)COC(=O)c2ccc[nH]c2=O)c(C)n1C,0,0,-12,0,0.3,-8,-14,-11,1,12
COc1ccc(CCNS(=O)(=O)c2ccc3c(c2)CCN3C(=O)CCC(=O)O)cc1OC,-19,2,28,0,0.9,-5,-7,-2,44,-28
CN(CC(=O)Nc1cccc(F)c1)C(=O)CCSc1ccc(F)cc1,-3,-4,-4,2,0.1,-17,-8,-4,-2,4
CCCCNC(=O)COC(=O)CCC(=O)c1ccc(F)cc1,-5,-5,22,1,0.1,-1,-15,9,-3,-22
NNc1ccc(Cl)c(C(=O)O)c1,9,-2,x,-2,0.5,-4,7,20,-2,x
CC(C)CC(=O)N1CC(=O)Nc2ccc(F)cc2C1c1ccccc1 (centres undefined),-7,0,21,-3,-5.1,1,2,8,-1,-21
O=C(COC(=O)c1ccccc1OCc1ccc(Cl)cc1)NC1CC1,-3,-4,-40,0,0.0,2,-12,-9,-2,40
C#CCN(C(=O)c1cc(COc2ccc(C)c(C)c2)on1)C1CCCCC1,3,-1,24,-4,1.8,-8,-6,-9,-4,-24
O=C(Cn1c(=O)oc2cc(S(=O)(=O)N3CCCC3)ccc21)Nc1cccc(C(F)(F)F)c1,8,-2,-27,-2,-0.2,-1,-10,4,1,27
COC(=O)c1cc(C(=O)CSc2nc(C)cc(C)n2)ccc1O,1,0,-1,-6,-0.4,0,-3,24,2,1
O=C(NCc1ccco1)C(Cc1ccccc1)N1C(=O)c2ccccc2C1=O (centres undefined),5,-1,23,0,-0.6,-5,-13,11,-2,-23
CSCCC1NC2(C(=O)Nc3c2ccc(Cl)c3C)[C@@H]2C(=O)N(C3CCCC3)C(=O)[C@H]12 (some centres undefined),-13,-1,-22,-1,-1.1,0,5,7,0,22
Cc1ccc(S(=O)(=O)N2CCN(c3ncnc4scc(-c5ccc(F)cc5)c34)CC2)cc1,0,3,-35,-4,-0.7,3,3,28,0,35
C[C@H](C(=O)CC(=O)OC(C)(C)C)[C@H](O)c1ccc(C(F)(F)F)cc1,-7,1,20,1,-1.3,-13,-8,-6,x,-20
Cn1nc(NC(=O)C(C)(C)C)c2c(F)cccc21,0,-4,13,-3,0.0,-10,-4,10,12,-13
COc1cc(C2C3=C(CC(C)(C)CC3=O)NC3=C2C(=O)c2ccccc23)ccc1O (centres undefined),-7,-4,2,10,0.4,-11,-7,-3,18,-2

# Continued; it opens with the four that closed the last part.
SMILES,PKA-R2B activ,Keap1-Nrf2 PPI,SR-BI DiI-HDL act,DAGLB inh,C-LANA FP,RTF Ca sens inh,PvdQ acylase,Arrestin-AP2 inh,NSD2 HMT inh,SR-BI DiI inh
Cc1ccc(S(=O)(=O)N2CCN(c3ncnc4scc(-c5ccc(F)cc5)c34)CC2)cc1,0,3,-35,-4,-0.7,3,3,28,0,35
C[C@H](C(=O)CC(=O)OC(C)(C)C)[C@H](O)c1ccc(C(F)(F)F)cc1,-7,1,20,1,-1.3,-13,-8,-6,x,-20
Cn1nc(NC(=O)C(C)(C)C)c2c(F)cccc21,0,-4,13,-3,0.0,-10,-4,10,12,-13
COc1cc(C2C3=C(CC(C)(C)CC3=O)NC3=C2C(=O)c2ccccc23)ccc1O (centres undefined),-7,-4,2,10,0.4,-11,-7,-3,18,-2
CCn1c(=O)c(=O)[nH]c2c(=O)oc3ccc(S(=O)(=O)Nc4ccccc4)cc3c21,0,-3,8,1,-0.9,-9,-12,-13,10,-8
O=C(Nc1sc2c(c1C(=O)O)CCCC2)c1ccc(Cl)cc1,-7,-2,-13,12,-0.9,-7,-10,9,8,13
Cc1cc(=O)oc2cc(OC(C)C(=O)NCc3ccccn3)ccc12 (centres undefined),-11,-6,x,0,-1.0,-4,3,-7,4,x
COc1ccc(CCC(=O)Nc2ccc(Cl)c(S(=O)(=O)N3CCCC3)c2)cc1,0,-1,-44,-4,-1.6,6,1,7,-2,44
CC(C)(C)Nc1nc(Oc2ccc(=O)[nH]n2)nc(N2CCOCC2)n1,2,-6,13,-1,0.3,-6,-15,13,-5,-13
COCC(=O)Nc1cccc(Br)c1,-6,-7,24,0,-1.6,-9,-8,6,x,-24
CCOC(=O)N1CCN(CCC(=O)Nc2cccc(Br)c2)CC1,-1&6,3&-1,18&-7,1&0,0.3&-0.5,3&-8,0&-7,19&6,-1&-1,-18&7
CCOc1ccccc1C1C(C(=O)Nc2ccccc2OC)=C(C)Nc2nnnn21 (centres undefined),9,-3,6,-1,-0.8,-5,-2,1,0,-6
CN1CCc2c(n(CC(O)CN3C(=O)c4ccccc4S3(=O)=O)c3ccccc23)C1=O (centres undefined),2,-9,-25,0,1.8,-12,-18,0,1,25
COc1ccc(N=c2sc3ccccc3n2C)cc1,-6,-2,-7,-11,0.5,-6,-11,0,-3,7
CC(=O)N1CCN(CC(=O)Nc2ccc(Cl)c(S(=O)(=O)N(C)C)c2)CC1,-6,-4,-20,0,-2.4,1,4,5,0,20
NC12CCc3c(no[n+]3[O-])C1(O)CC(c1ccccc1)=[N+]2[O-] (centres undefined),-3,-3,36,-2,0.2,-1,-3,4,2,-36
O=c1c2c(nc3c(-c4ccc(Cl)cc4)c[nH]n13)CCCC2,3,-3,-27,8,1.4,-13,-13,-2,-1,27
Oc1ccc[n+](CCCCC[n+]2cccc(O)c2)c1,0,-6,30,1,-1.7,2,-5,-3,2,-30
Cc1sc2ncn(CC(=O)NCCCOC(C)C)c(=O)c2c1S(=O)(=O)N1CCN(c2ncccn2)CC1,-4,-1,19,-2,-0.5,-1,-17,9,-2,-19
O=C(/C=C/c1ccccc1)C1C(=O)c2ccccc2C1=O,4,1,18,2,1.0,-6,-8,8,0,-18
CNS(=O)(=O)c1cnccc1N1CCN(c2cccc(C(F)(F)F)c2)CC1,-13,4,8,1,4.0,-3,-14,-8,0,-8
COc1ccc(NC(=O)CN2C(=O)NC3(CCCCCCC3)C2=O)cc1,-4,0,10,2,-1.6,-3,-4,18,-3,-10
COc1ccc(CNC2CC(=O)N(C)C2=O)cc1 (centres undefined),-6,-4,6,2,-0.8,6,2,-6,-2,-6
COc1ccccc1N1CCN(C(=O)CCNS(=O)(=O)c2ccc3c(c2)CCC(=O)N3)CC1,-1,-4,27,1,0.9,3,-2,5,2,-27
Cc1cc(=O)[nH]c(Nc2cccc(Br)c2)n1,-15,0,5,-2,-1.0,-14,-17,6,-1,-5
